# L3MBTL1 inh: blocks human L3MBTL1 | Q9Y468 | AlphaScreen L3MBTL1–H3K9me1 peptide binding | Potency, µM (series often up to 57.1 µM), for the others: top-dose activity, negative = inhibition, usual class: inhibitors | hit rate 0.66% among 230,000 | AID 485360; active means well fitted inhibition curve with a large enough effect; inconclusive means small, poorly fitted or top-dose-only effect; inactive means no such curve, though single readings can be large or run the other way; further: nearly all actives have a fitted effect of over 60% in size
# Target sequence (Q9Y468 whole entry, looked up): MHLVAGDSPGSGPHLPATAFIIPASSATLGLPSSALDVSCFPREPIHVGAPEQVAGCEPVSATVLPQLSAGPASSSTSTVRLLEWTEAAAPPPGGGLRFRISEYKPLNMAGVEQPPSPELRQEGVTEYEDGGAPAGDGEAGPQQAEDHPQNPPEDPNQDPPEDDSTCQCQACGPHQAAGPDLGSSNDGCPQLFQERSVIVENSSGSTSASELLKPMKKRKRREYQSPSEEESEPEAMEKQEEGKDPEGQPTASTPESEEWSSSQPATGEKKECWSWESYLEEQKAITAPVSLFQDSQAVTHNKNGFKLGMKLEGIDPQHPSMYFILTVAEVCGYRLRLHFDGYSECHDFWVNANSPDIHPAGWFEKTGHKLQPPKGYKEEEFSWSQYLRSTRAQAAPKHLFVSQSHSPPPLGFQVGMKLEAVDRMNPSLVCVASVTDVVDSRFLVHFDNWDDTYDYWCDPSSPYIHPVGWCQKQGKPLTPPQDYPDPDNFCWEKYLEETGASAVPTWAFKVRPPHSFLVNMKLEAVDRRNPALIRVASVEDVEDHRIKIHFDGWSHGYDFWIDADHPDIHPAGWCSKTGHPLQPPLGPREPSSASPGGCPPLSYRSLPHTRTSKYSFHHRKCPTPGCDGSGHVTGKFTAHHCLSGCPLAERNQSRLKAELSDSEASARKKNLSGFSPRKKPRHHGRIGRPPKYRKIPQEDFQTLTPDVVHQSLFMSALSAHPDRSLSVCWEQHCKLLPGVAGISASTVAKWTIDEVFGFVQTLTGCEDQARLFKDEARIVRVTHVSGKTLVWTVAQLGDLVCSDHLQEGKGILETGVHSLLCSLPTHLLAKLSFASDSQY
#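 First, the protein-peptide complex forms for 30 min at room temperature (L3MBTL1 50 nM, biotinylated H3K9me1 peptide 75 nM). Next, compounds are pin-transferred and incubated 30 min. Finally, AlphaScreen beads are added and read after 30 min.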
# * = called active by the depositor; ? = inconclusive; & = joins results of further samples; [ ] = dose if it differs, or a comment. On the % scale 0 is the no-effect control and ±100 the full control effect; potency means the concentration at half of the fitted maximal effect.
L3MBTL1 inh,molecule
1%,CC(NC(=O)CNC(=O)c1ccccc1Br)c1cccs1 (configuration not stated)
-19%,Cc1cc(NC(=O)CSCC(=O)OCC(=O)c2cccc(Br)c2)no1
-1%,c1cc(-c2cn(C[C@H]3CC[C@@H]([C@@H]4CC[C@H](Cn5cc(-c6ccsc6)nn5)O4)O3)nn2)cs1
-2%,COc1ccc(NC(=O)CN2C(=O)NC3(CC(C)CC(C)(C)C3)C2=O)cc1S(=O)(=O)N1CCCCC1 (configuration not stated)
2%,COc1ccc(C(C)(C)C)cc1NC(=O)CCc1c(C)noc1C
7%,O=C(CNc1cccc(Cl)c1)c1ccc(Br)cc1
0%,COc1ccc(C(=O)NCCS(=O)(=O)N2CCCCCC2)cc1
-2%,Cc1c(S(=O)(=O)N(C)C2CCCCC2)c(=O)n(C)c(=O)n1C
1%,CCCCn1c(N)c(N(CC(C)C)C(=O)CCNC(=O)c2ccc(Br)cc2)c(=O)[nH]c1=O
16%,Cc1cc(C)cc(NS(=O)(=O)c2ccc3c(c2)C(C)(C)C(=O)N3C)c1
6%,OCC1=C[C@@H](O)C2C=CO[C@@H](O[C@@H]3O[C@H](CO)[C@@H](O)[C@H](O)[C@H]3O)C12 (some centres not stated)
-1%,Cc1ccc(OCCNC(=O)c2ccccc2O)cc1
4%,COc1ccc(CC(=O)N/N=C/c2sccc2C)cc1
24%,CCOC(=O)c1ccc(N[C@@H]2CCN3C(=O)c4ccccc4[C@@H]3C[C@H]2O)cc1
-1%,CC1(C)CCC(=O)N2CC[C@H]3C[C@H](OC(=O)Nc4ccc(Br)cc4)C[C@@H]1[C@H]32
-7%,CCOc1cccc2cc(C(=O)NCc3ccccc3Cl)c(=O)oc12
0%,Cc1ccc(C(=O)NCCC2=CCCCC2)cc1S(=O)(=O)N1CCOCC1
-5%,Cc1ccc(S(=O)(=O)NCc2ccccc2)cc1C(=O)N1CCN(c2ccccc2)CC1
3%,Cc1ccc(NC(=O)C2C3C=CC(O3)C2C(=O)O)c(C)c1 (configuration not stated)
6%,COC(=O)c1cc(NC(=O)COC(=O)CCc2nc3ccccc3c(=O)[nH]2)cc(C(=O)OC)c1

# Looked up above:
# Result for O=C(CNc1cccc(Cl)c1)c1ccc(Br)cc1 under L3MBTL1 inh: 7%
# Result for COc1ccc(CC(=O)N/N=C/c2sccc2C)cc1 under L3MBTL1 inh: 4%
# Result for CCCCn1c(N)c(N(CC(C)C)C(=O)CCNC(=O)c2ccc(Br)cc2)c(=O)[nH]c1=O under L3MBTL1 inh: 1%
# Result for COc1ccc(C(C)(C)C)cc1NC(=O)CCc1c(C)noc1C under L3MBTL1 inh: 2%
# Result for COc1ccc(NC(=O)CN2C(=O)NC3(CC(C)CC(C)(C)C3)C2=O)cc1S(=O)(=O)N1CCCCC1 (configuration not stated) under L3MBTL1 inh: -2%
# Result for CC(NC(=O)CNC(=O)c1ccccc1Br)c1cccs1 (configuration not stated) under L3MBTL1 inh: 1%

# Going on with the list.
L3MBTL1 inh,molecule
4%,O=C(CN1C(=O)NC2(CCCC2)C1=O)N1CCN(S(=O)(=O)c2ccc(Cl)c(C(F)(F)F)c2)CC1
-17%,Cc1ccc(NC(=O)CN2CCN(Cc3ccccc3)CC2)c(Br)c1
22%,Cc1ccc(NC(=O)CNc2cccc(Br)c2)cc1S(=O)(=O)N1CCOCC1
-3%,O=C(Nc1ccc(F)cc1Cl)C1=COCCO1
-11%,Cc1cc(C)c2sc(N(CCCN(C)C)C(=O)c3ccc(S(=O)(=O)N4CCc5ccccc5C4)cc3)nc2c1
13%,CCCCCCCC(=O)Nc1cc(C(=O)NCCC)ccc1N1CCC2(CC1)CC(c1ccccc1)=NO2
3%,Cc1ccccc1Nc1nc(N)nc(COC(=O)c2c(C)noc2C)n1
-9%,O=C(CSc1nnc2ccc(-c3cccnc3)nn12)Nc1cccc(F)c1
-3%,Cc1nc(N/N=C\c2ccc3c(c2)OCO3)sc1C
1%,O=C(NCCCN1CCOCC1)c1cc(-c2ccc(Cl)s2)nc2ccccc12
-1%,Cc1ccc(S(=O)(=O)Nc2ncnc3sc(C)c(C)c23)cc1
5%,CCCCn1c(N)c(N(CCOC)C(=O)c2cnc(C)cn2)c(=O)[nH]c1=O
2%,Cc1noc(C)c1COc1ccccc1C(=O)N(C)CC(=O)Nc1ccc(Cl)c(Cl)c1
6%,O=C(NCCCN1CCOCC1)c1cc(S(=O)(=O)N2CCOCC2)ccc1Cl
3%,Cc1cc(S(=O)(=O)NCc2ccc3c(c2)OCO3)ccc1F
-2%,COc1ccc(CCNC(=O)C(=O)NCC2CCCN2S(=O)(=O)c2cccs2)cc1 (configuration not stated)
18%,COc1cccc(NC(=O)CCN2CCOCC2)c1
4%,CCCCn1nc(C(=O)Nc2ccc(-n3cnnn3)cc2)c2ccccc2c1=O
12%,COc1ccc(S(=O)(=O)N2CCCCCC2)cc1C(=O)N1CCCC(C(F)(F)F)C1 (configuration not stated)
2%,CCOC(=O)C1(Cc2cccc(OC)c2)CCCN(S(=O)(=O)N(C)C)C1 (configuration not stated)

# Some of these compounds in order of length of the SMILES, ascending.
L3MBTL1 inh,molecule
18%,COc1cccc(NC(=O)CCN2CCOCC2)c1
-3%,Cc1nc(N/N=C\c2ccc3c(c2)OCO3)sc1C
3%,Cc1ccc(NC(=O)C2C3C=CC(O3)C2C(=O)O)c(C)c1 (configuration not stated)
-11%,Cc1cc(C)c2sc(N(CCCN(C)C)C(=O)c3ccc(S(=O)(=O)N4CCc5ccccc5C4)cc3)nc2c1

# Other compounds follow.
L3MBTL1 inh,molecule
-3%,CCOc1ccc(N(CC(=O)Nc2ccccc2OC)S(C)(=O)=O)cc1
-5%,O=C(Nc1ccc(F)cc1F)c1ccc(S(=O)(=O)NCc2ccco2)cc1
-1%,CCc1n[nH]c(=S)n1/N=C/c1cccc2ccccc12
-4%,COCCN(C(=O)CSc1nnc(-c2ccccc2OC)o1)c1c(N)n(CC(C)C)c(=O)[nH]c1=O
-1%,Cc1ccc(CNC(=O)c2ccc(N3CCC4(CC3)CC(c3cccc(Br)c3)=NO4)c(NC(=O)c3ccc(Br)cc3)c2)cc1
-3%,CCOC(=O)C1=C(COC(=O)CCCOc2ccccc2)NC(=O)NC1C (configuration not stated)
3%,COc1ccc(NC(=O)CCCN2C(=O)CN(C)C2=O)cc1Cl
6%,COc1ccc2[nH]c3c(c2c1)CCN1C(=O)C(CC(=O)NCc2ccc(OC)c(OC)c2)C[C@H](C(=O)N2CCOCC2)[C@@]31C (some centres not stated)
-6%,O=C(/C=C/c1ccccc1)OCC(=O)c1c[nH]c2ccccc12
4%,COc1ccc(C(C(=O)NCCC(C)C)N(CCCO)C(=O)c2snc(C(N)=O)c2N)cc1OC (configuration not stated)
0%,CC(OC(=O)c1c[nH]c2ccccc12)C(=O)N1CCCC1 (configuration not stated)
-3%,O=C(COC(=O)C1COc2ccccc2O1)Nc1ccc(Cl)cc1 (configuration not stated)
-1%[2.29 µM],COc1cc(C(c2c(C(=O)O)[nH]c3ccccc23)c2c(C(=O)O)[nH]c3ccccc23)ccc1OCc1ccccc1
?,COc1ccc(OC)c(NC(=O)COC(=O)COc2ccc(Nc3ccccc3)cc2)c1
7%,O=C(NNC(=O)c1ccco1)c1ccc(NS(=O)(=O)c2cccs2)cc1
2%,Cc1ccc(C(=O)OCC(=O)NC2CCCC(C)C2C)cc1S(=O)(=O)N1CCCCC1 (configuration not stated)
-1%,CC(=O)c1ccc(OCC(=O)OCC(=O)NCc2ccco2)cc1
-1%,CCCOc1ccc(/C=N/NC(=O)CN2CCCCC2)cc1OCC
-3%,Nc1ccc(C(=O)OCC(=O)Nc2cccc(S(=O)(=O)NC3=NCCCCC3)c2)cc1[N+](=O)[O-]
?,Cc1cc(OCC(=O)OCC(=O)N2c3ccccc3NC(=O)C2(C)C)ccc1Cl

# Next section.
L3MBTL1 inh,molecule
0%[2.29 µM],COc1ccc(/C=C/C(=O)NC2CC3CCC2C3)cc1 (configuration not stated)
-2%,COc1ccc(C(C)=O)cc1CSc1ccc(S(=O)(=O)N2CCOCC2)cn1
-1%,CCOC(=O)c1cc(=O)n2c(nc3ccccc32)[nH]1
-12%,C[C@]12c3[nH]c4cc(-c5ccco5)ccc4c3CCN1C(=O)[C@@H](CC(=O)NCCCn1ccnc1)C[C@@H]2C(=O)N1CCCCC1
3%,CCOC(=O)N1CCN(C(=O)CSC2=NS(=O)(=O)c3cc(F)ccc3N2)CC1
2%,O=C(Nc1cc(Cl)ccc1-n1cncn1)c1ccc(F)c(S(=O)(=O)N2CCOCC2)c1
0%,Cc1ccc(C)c(C(=O)CCC(=O)NNC(=O)c2cccs2)c1
0%,CCOC(=O)C1CCCN(S(=O)(=O)c2ccc(Cl)nc2)C1 (configuration not stated)
-1%,COc1ccc(/C=C2\Oc3cc(OCC(=O)N4CC(O)C[C@H]4C(=O)O)ccc3C2=O)cc1OC (some centres not stated)
2%,COc1cc(OC)c(N(C)S(=O)(=O)c2cccc(C(=O)OCC(=O)N3CCOCC3)c2)cc1Cl
-2%,O=S(=O)(Nc1ccc(-n2cnnn2)cc1)c1ccc(Cl)cc1
2%,O=C(CSc1nc(=O)n(CCN2CCOCC2)c2c1CCCC2)Nc1ccc(F)cc1F
1%,COC(=O)[C@]1(C)N[C@H](c2ccc(-c3ccccc3)cc2)[C@@H]2C(=O)N(C)C(=O)[C@@H]21
-5%,COc1ccc(NC(=O)CN2CCc3ccccc3C2)c([N+](=O)[O-])c1
4%,CCOC(=O)C1=CC[C@@H](c2cc3ccc(OC)cc3n2C)N(S(=O)(=O)c2ccc(C)cc2)[C@H]1C(=O)OCC
-2%,CCCCn1c(N)c(N(CCC(C)C)C(=O)C(C)N2C(=O)c3ccccc3C2=O)c(=O)[nH]c1=O (configuration not stated)
-11%,Cc1ccc(S(=O)(=O)N2CCN(C(=O)c3n[nH]c4ccccc34)CC2)cc1
-6%,Cc1nnc(NC(=O)C(C)Sc2nnc(CNC(=O)c3ccccc3F)n2C)s1 (configuration not stated)
7%,COCC(=O)N(C)C[C@H]1N[C@@](C)(C(=O)OC)[C@H]2C(=O)N(C)C(=O)[C@@H]12
-2%,CC(=O)c1c(C)[nH]c(C(=O)CN2CCN(S(=O)(=O)c3ccc(C(C)C)cc3)CC2)c1C

# (next part)
L3MBTL1 inh,molecule
-5%,Cc1ccc(/C=C/C(=O)c2ccc([N+](=O)[O-])o2)cc1
-2%,CC(C)(C)OC(=O)C[C@@H]1C/C=C\C[C@H](CC(=O)NCCO)C(=O)N[C@@H](c2ccccc2)COC1=O
74%[activator],CCOc1ccccc1NC(=O)CSc1nc2ccccc2nc1N1CCCC1
0%,O=C1CCC(C(=O)OCc2nnc(-c3ccc(Cl)cc3)o2)=NN1
1%,CC(C)N(C(=O)[C@H]1CC(CC(=O)NCCCn2ccnc2)C(=O)N2CCc3c([nH]c4ccccc34)[C@]12C)C(C)C (some centres not stated)
?,O=[N+]([O-])c1ccc(-[n+]2nc(-c3ccccc3)nn2-c2ccccc2)cc1
4%,Cc1ccc(C)c(C(=O)COC(=O)Cn2[nH]c(=O)c3ccccc3c2=O)c1
-3%,CCCc1cc(=O)[nH]c(SCC(=O)Nc2ccc(OC)c(S(=O)(=O)N3CCCCC3)c2)n1
0%,CCC(COC)NC(=O)CCc1nnc(Cc2c[nH]c3ccccc23)o1 (configuration not stated)
-8%,CCOc1ccc(CCNC(=O)c2c(C)noc2C)cc1OCC
1%,CN(C)Cc1c(O)ccc2c(=O)c(-c3ccccc3Cl)coc12
6%,Cc1nn(-c2ccccc2)c(C)c1C(=O)OCC(=O)Nc1ccccc1F
1%,COc1ccc(C2=CC(=O)C[C@H](c3ccc(OC)cc3)C2)cc1
-3%,Cc1ccc(C(=O)OCC(=O)c2c(N)n(C)c(=O)n(C)c2=O)cc1S(=O)(=O)N1CCOCC1
3%,CCN(CC(=O)Nc1ccccc1C(F)(F)F)C(=O)CN1C(=O)NC(C)(c2ccccc2)C1=O (configuration not stated)
7%,C[C@H]1CN([C@@H](C)CO)C(=O)c2cc(NC(=O)C3CCCCC3)ccc2O[C@H]1CN(C)CC1CCCCC1
1%,COc1ccc(NC(=O)COc2cccc(C(F)(F)F)c2)cn1
0%,CC1CC(C)CN(C(=O)c2cccc(NC(=O)CC3SC(N4CCCCC4)=NC3=O)c2)C1 (configuration not stated)
-5%,COc1cccc(NC(=O)CN2CCc3ccccc3C2)c1
6%,CNS(=O)(=O)c1cccc(C(=O)NCC(c2cccs2)N2CCOCC2)c1 (configuration not stated)

# (cont.)
L3MBTL1 inh,molecule
-4%,Cc1ccc(S(=O)(=O)N2CCN(C(=O)C3CSC4(C)CCC(=O)N34)CC2)cc1C (configuration not stated)
-11%,O=C1CC(NS(=O)(=O)c2ccc3ccccc3c2)CN1c1ccccc1 (configuration not stated)
3%&-3%,O=C(OCC#CCSc1nnc(-c2cccc3ccccc23)o1)c1cnc[nH]1
3%,CC(=O)c1ccc(S(=O)(=O)NCCC(=O)NC(C)c2ccncc2)cc1 (configuration not stated)
1%,O=C(Cn1[nH]c(=O)c2ccccc2c1=O)OCC(=O)c1ccc(Br)cc1
0%,COc1cc(C=O)ccc1Oc1ccc(S(=O)(=O)N2CCOCC2)cc1[N+](=O)[O-]
37%[activator],COc1ccc(S(=O)(=O)N2CCCC2)cc1C(=O)O
4%,COc1ccc(NC(=O)N(C)C[C@H]2Oc3c(NC(=O)C4CC4)cccc3C(=O)N([C@H](C)CO)C[C@@H]2C)cc1
3%[2.29 µM],Cc1ccc(C(C)NC(=O)C2CCCC2)c(C)c1 (configuration not stated)
-1%,CC1CCCCN1C(=O)COC(=O)c1ccc(=O)n(Cc2ccccc2)n1 (configuration not stated)
3%,O=C(Nc1cc(C(F)(F)F)ccc1Cl)c1cccnc1
6%,CCOC(=O)C1=CN(Cc2cccc(Br)c2)S(=O)(=O)N(C)C1C (configuration not stated)
-1%,O=C1C=CC(=O)N1
-9%,Cc1ccc2c(c1)c1c(n2CCc2ccc(C)nc2)CCN(C)C1

# Compound activity as filed in PubChem.

# The list is partial. The share of hits here may be higher or lower than overall.
